Screening data deposited in PubChem BioAssay by National Center for Advancing Translational Sciences (NCATS).
FLuc inh – Firefly luciferase inhibition profiling of diverse chemical library using quantitative high-throughput screening | Potency, µM (titrated, usually from 115 µM), inactives show at the top dose activity change, negative = inhibition, hits mostly inhibitors | AID 1347043, 2019 | purified P. pyralis luciferase, luminescence, biochemical | 76,000 compounds, 2.5% hits | Luciferin 4-monooxygenase (Photinus pyralis), P08659; further: potency means the concentration at half of the fitted maximal effect; nearly all actives have a fitted effect of over 65% in size
Target sequence (P08659 whole entry, looked up): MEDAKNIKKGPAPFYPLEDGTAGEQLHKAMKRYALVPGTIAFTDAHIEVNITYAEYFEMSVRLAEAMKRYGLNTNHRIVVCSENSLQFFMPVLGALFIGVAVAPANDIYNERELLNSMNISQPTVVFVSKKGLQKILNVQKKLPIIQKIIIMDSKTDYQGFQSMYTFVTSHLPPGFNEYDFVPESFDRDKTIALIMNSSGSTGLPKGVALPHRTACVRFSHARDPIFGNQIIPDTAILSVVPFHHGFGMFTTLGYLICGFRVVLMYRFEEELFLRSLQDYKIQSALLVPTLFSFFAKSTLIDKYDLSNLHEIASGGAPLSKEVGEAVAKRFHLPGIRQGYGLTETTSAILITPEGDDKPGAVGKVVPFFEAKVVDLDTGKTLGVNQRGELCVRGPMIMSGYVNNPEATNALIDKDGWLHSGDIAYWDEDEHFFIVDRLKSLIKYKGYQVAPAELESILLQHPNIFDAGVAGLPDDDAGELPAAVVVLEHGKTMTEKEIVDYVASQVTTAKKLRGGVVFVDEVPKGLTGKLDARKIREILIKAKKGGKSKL
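Purified P. pyralis luciferase (10nM final) in 50mM Tris acetate pH 7.5, 10mM Mg acetate, 0.01% Tween-20, 0.05% BSA with 10uM D-luciferin and 10uM ATP. Compounds titrated qHTS. Luminescence imaged on CCD.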
SNCA viab count – GF-AFC viability counterscreen for inhibitors of alpha-synuclein gene (SNCA) expression; AID 1671193, 2021; Potency, µM (doses to about 57.1 µM), without a hit: top-dose activity change, negative = cytotoxicity, hits mostly cytotoxic; HEK-293-SNCA-luc viability, GF-AFC fluorescence, 24 h; 150,000 compounds, 0.12% hits;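 further: potency means the concentration at half of the fitted maximal effect; 0% = DMSO-treated cells and -100% = medium-only wells without cells; nearly all actives have a fitted effect of over 30% in size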
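HEK-293-SNCA-luc cells (1500/well) plated 24 h, then exposed 24 h to a dilution series; GF-AFC added 30 min at 37C, fluorescence 405/540 nm; normalised to medium-only and DMSO wells, Hill fit.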
GPT2 inh – Primary qHTS assay for inhibitors of Glutamate pyruvate transaminase 2 (GPT2) | Alanine aminotransferase 2 (Homo sapiens), Q8TD30 | Recombinant GPT2, coupled pyruvate oxidase/HRP Amplex Red fluorescence | Potency, µM (highest dose often 57.7 µM), inactives show top-dose activity change, negative = inhibition, actives largely listed as inhibitors | 100,000 compounds, 0.25% hits; further: potency means the concentration at half of the fitted maximal effect; nearly all actives have a fitted effect of over 60% in size; many of its hits are not listed in these tables
Target sequence (Q8TD30 whole entry, looked up): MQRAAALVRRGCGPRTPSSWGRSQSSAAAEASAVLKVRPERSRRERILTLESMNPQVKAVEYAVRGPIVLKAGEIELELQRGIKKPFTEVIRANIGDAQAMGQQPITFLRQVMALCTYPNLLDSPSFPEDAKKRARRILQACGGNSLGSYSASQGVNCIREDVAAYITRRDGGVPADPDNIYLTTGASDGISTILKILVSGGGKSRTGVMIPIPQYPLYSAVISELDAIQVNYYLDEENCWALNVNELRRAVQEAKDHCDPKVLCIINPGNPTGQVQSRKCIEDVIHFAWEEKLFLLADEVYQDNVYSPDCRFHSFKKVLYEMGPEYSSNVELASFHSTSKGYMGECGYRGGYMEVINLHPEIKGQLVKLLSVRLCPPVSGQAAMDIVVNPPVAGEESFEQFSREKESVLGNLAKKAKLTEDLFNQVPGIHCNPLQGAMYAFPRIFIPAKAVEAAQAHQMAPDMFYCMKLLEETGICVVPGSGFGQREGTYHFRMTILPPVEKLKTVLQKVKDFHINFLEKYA
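Inhibition is scored from Amplex Red fluorescence generated when pyruvate oxidase and HRP act on pyruvate released by GPT2. Reactions contain 10ng/uL enzyme, 250uM a-KG and 2mM L-alanine and run 30 min at room temperature.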
SNCA expr inhib – Primary qHTS assay for inhibitors of alpha-synuclein gene (SNCA) expression | HEK-293 SNCA-luciferase knock-in, luminescence, 24 h | Potency, µM (titrated, usually from 57.2 µM), for inactives: at the top dose activity change, negative = inhibition, actives largely listed as inhibitors | 140,000 compounds, 0.17% hits;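 further: potency means the concentration at half of the fitted maximal effect; plate controls were DMSO cells for no effect and cell-free wells for full effect; nearly all actives have a fitted effect of over 45% in size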
IP6K1 inhibitor – Primary qHTS assay for small molecule inhibitors of Inositol hexaphosphate kinase 1 (IP6K1); Inositol hexakisphosphate kinase 1 (Homo sapiens), Q92551; 140,000 compounds, 0.81% hits; AID 1645851, 2021; IP6K1 kinase, ADP-Glo luminescence, 2 h; hits give low values; activity change, % (series mostly up to about 58 µM); in the data active means activity change below about -25%
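ADP-Glo luminescence measures ADP made by human IP6K1 during a 2 h RT reaction with ATP/IP6 (mix at 1.3 mM/130 uM); top library doses 57.5 and 19.1 uM final.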
NIH3T3 tox – Cytotoxic Profiling in NIH 3T3 Cell Line of Diverse Libraries Using Quantitative High-Throughput Screening. NIH 3T3 viability, CellTiter-Glo ATP luminescence, 48-72 h. Potency, µM (doses to about 96.7 µM), inactives show at the top dose activity change, negative = cytotoxicity, most hits filed as inhibitors. 94,000 compounds, 4.3% hits. AID 1345082, 2018; further: potency means the concentration at half of the fitted maximal effect; nearly all actives have a fitted effect of over 55% in size
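ATP-dependent luminescence (CellTiter-Glo) served as the viability signal for NIH 3T3 cells treated with compound for 48 or 72 hr at 37 °C.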
HEK cytotox – Cytotoxic Profiling in HEK 293 Cell Line of Diverse Libraries Using Quantitative High-Throughput Screening; HEK 293 viability, ATP luminescence (CellTiter-Glo), 48-72 h; 94,000 compounds, 6.6% hits; Potency, µM (series often up to 115 µM), for inactives: at the top dose activity change, negative = cytotoxicity, usual class: inhibitors; AID 1345083, 2018; further: potency means the concentration at half of the fitted maximal effect; nearly all actives have a fitted effect of over 60% in size
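ATP-coupled CellTiter-Glo luminescence served as viability read-out, recorded 10 min after reagent addition at room temperature. HEK 293 cells, 250 cells/well, had been incubated with pintool-transferred compound for 48 or 72 hr at 37 degree Celsius.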
Starred values were filed as active, the others as inactive; i = inactive; u = inconclusive; x = no result given; [ ] = dose if it differs, or a comment. Unless noted, the call rests on the fitted dose curve; in most records, active means well fitted curve in the direction sought with a large enough effect; inconclusive means small, poorly fitted or top-dose-only effect, or another doubt; inactive means no such curve, though single readings can be large; an effect the other way counts as inactive or inconclusive. Unless noted, on the % scale 0 is the no-effect control and ±100 the full control effect. Only part of the results is shown, so the mix of outcomes need not match the whole.

SMILES	FLuc inh	SNCA viab count	GPT2 inh	SNCA expr inhib	IP6K1 inhibitor	NIH3T3 tox	HEK cytotox
O=C(NCCc1ccc(Cl)cc1)c1nc(-c2cccc(C(F)(F)F)c2)c2ccccn12	-9%	8%	-4%	-12%	-3	-23%	u
Cc1nn(-c2ccccc2)c2c1C(C)N(C1CCCN(C(=O)Cc3ccccn3)C1)C2=O (centres undefined)	x	x	x	x	15	-22%	u
O=C(c1cc(COc2ccccc2F)[nH]n1)N1CCOCC1	32µM*	-2%	3%	108%[activator]	-5	-4%	i
COc1ccc(C(CNC(=O)c2cccc([N+](=O)[O-])c2)N2CCOCC2)cc1 (centres undefined)	x	-12%	x	-18%	-10	x	x
C=CC(C)(CC/C=C(\C)C(=O)OC)OC1OC(COC(=O)CC(C)(O)CC(=O)O)C(OC2OC(CO)C(O)C(O)C2O)C(O)C1O (centres undefined)	x	-16%[23.9 µM]	2%[17.1 µM]	x	14	x	x
Cn1nccc1C(=O)N1CCC2(CC1)CC(OCC1CC1)CCO2 (centres undefined)	-1%	-13%[12.5 µM]	i	-13%	2	-6%	u
CCc1nc2ccccc2n1CCCCOc1ccc(C)cc1	x	12%	x	-24%	23	x	x
CC(C)CN1C(=O)c2cccn2CC1CNC(=O)c1cccc(F)c1 (centres undefined)	-7%	-8%	i	-14%	6	1%	u
Cc1nc(C2CC23CCN(S(=O)(=O)c2cn(C)cn2)CC3)no1 (centres undefined)	x	5%	0%	-1%	-5	0%	i
COc1ccc(Cn2c(CCC(=O)NCc3cccc(Cl)c3)nc3cccnc32)cc1	x	9%	x	-7%	5	x	x
CCc1nc(-c2c3n(c(=O)n(CC(=O)NC4CCCC4)c2=O)CCCC3)no1	1%	-12%	i	-12%	27	-1%	1%
O=C(c1cccc2[nH]ccc12)N1CCC2(CC1)CC(Cc1ccc(F)cc1)CCO2 (centres undefined)	x	4%	4%	1%	11	u	u
COC(=O)[C@@H]1CN(C(=O)c2ccc(N(C)C)cc2)CCN1C(C)=O	-1%[172 µM]	0%[87.6 µM]	-3%[88.5 µM]	-4%[87.6 µM]	4	i	3%[172 µM]
CN(CCO)C[C@@H]1CN(C(=O)c2ccc3c(c2)CCC3)C[C@@H]1CO	1%	-15%	2%	-13%	1	4%	-12%
C[S+](=O)([O-])N1CCn2c(nnc2-c2ccccc2)C1	-1%[172 µM]	3%[87.6 µM]	i	-3%[87.6 µM]	4	-13%[138 µM]	-6%[172 µM]
O=C(c1ccc2c(c1)N(C(=O)c1ccccc1)CC2)N1CCN(c2ccc(Cl)cc2)CC1	3%	-28%	3%	u	3	u	32µM*
Cc1c2cnn(-c3ccccc3)c(=O)c2c(C)n1CC(=O)NCCc1ccc(Cl)cc1	x	8%	x	12%	-6	x	x
O=C(Nc1ccc(F)cc1)c1cccn2nccc12	u	10%[87.6 µM]	1%[88.5 µM]	35%[87.6 µM]	-1	-15%[138 µM]	i
O=C(c1ccccc1Cl)N1CCN(c2nccc(Nc3ccccc3F)n2)CC1	x	-5%[12.5 µM]	3%	-3%	-4	u	u
Cc1noc(C)c1-c1cc2cc(CN(C)C)oc2c(-c2ccc([S+](C)(=O)[O-])cc2)n1	-15%[172 µM]	-6%[87.6 µM]	0%[88.5 µM]	-23%[87.6 µM]	1	u	u
COc1ccc(C(=O)N2CCC3(CC2)CC(N(C(=O)c2ccccc2)C2CC2)CCO3)cn1 (centres undefined)	0%	10%	i	7%	-8	-28%	-8%
COCCOCc1nc(C2CCN(C(=O)Nc3ccccc3F)C2)no1 (centres undefined)	x	16%	i	26%	-5	-17%	-2%
Cn1ncc2c(C(=O)NC3CCCC3)cc(-c3cccc(F)c3)nc21	x	x	x	x	20	u	u
CCOc1ccc(NC(=O)NCCn2nnc3cc(S(=O)(=O)N(C)C)ccc32)cc1	x	4%	x	47%[activator]	18	x	x

Arranged by SMILES length (ascending): part of the list above
SMILES	FLuc inh	SNCA viab count	GPT2 inh	SNCA expr inhib	IP6K1 inhibitor	NIH3T3 tox	HEK cytotox
O=C(Nc1ccc(F)cc1)c1cccn2nccc12	u	10%[87.6 µM]	1%[88.5 µM]	35%[87.6 µM]	-1	-15%[138 µM]	i
C[S+](=O)([O-])N1CCn2c(nnc2-c2ccccc2)C1	-1%[172 µM]	3%[87.6 µM]	i	-3%[87.6 µM]	4	-13%[138 µM]	-6%[172 µM]
CCOc1ccc(NC(=O)NCCn2nnc3cc(S(=O)(=O)N(C)C)ccc32)cc1	x	4%	x	47%[activator]	18	x	x

(continued)
Each structure is followed by: FLuc inh	SNCA viab count	GPT2 inh	SNCA expr inhib	IP6K1 inhibitor	NIH3T3 tox	HEK cytotox
- COCC(=O)NC1CCC12CCN(C(=O)Cc1ccccc1)CC2 (centres undefined)
    3%	-11%	0%	3%	14	-13%	u
- CN(CC1CCOCC1)C(=O)Nc1ccc2c(c1)OCCO2
    u	10%	i	43%[activator]	20	i	5%
- CC(C)CNC(=O)N1C[C@@H](Oc2cccnc2)C[C@@H]1C(=O)N1CCOCC1
    10%	-2%	i	-12%	30	2%	-4%
- O=C(NCCc1ccccc1F)C1CN(c2cccc(Cl)c2)C(=O)N1 (centres undefined)
    2%	-4%	3%	-2%	-11	-28%	-17%
- COc1ccc(CNC(=O)N2CCCC(CN3CCCC3)CC2)cc1 (centres undefined)
    4%	-8%	i	-17%	-7	-21%	u
- O=C(NCc1ccccn1)c1csc(N2CCN(c3ccccc3)CC2)n1
    -14%	-2%	i	1%	-24	u	40µM*
- CCOC(=O)c1nc(Nc2ccc(C(=O)OCC(C)C)cc2)c2ccccc2n1
    x	-7%	x	u	22	x	x
- Cc1cccc(C)c1CN1CCC2(CC1)Cc1ccccc1CNC2=O
    x	-12%	4%	-20%	-2	-19%	u
- CCOC(=O)c1cnc2cc(F)c(F)cc2c1Nc1ccccc1O
    x	-14%	x	-7%	4	x	x
- CN(Cc1ccc(F)cc1)C1CCCc2ccccc21 (centres undefined)
    -1%[172 µM]	5%[87.6 µM]	i	10%[87.6 µM]	6	2%[138 µM]	-10%[172 µM]
- CNC(=O)Nc1ccc(C)n(CC(=O)N2CCN(c3cc(C)ccc3C)CC2)c1=O
    5%	-13%	u	-10%	-15	-19%	u
- CCCCn1cc(S(=O)(=O)c2ccc(OC)cc2)c(=O)c2cc(CC)ccc21
    x	-6%	x	-15%	3	x	x
- CCOc1ccccc1NC(=O)Cn1c(=O)n(CCC(C)C)c(=O)c2cccnc21
    x	2%	x	u	27	x	x
- O=C(Nc1ccccc1)c1cn(-c2ccccc2)nc1-c1ccccc1
    x	-12%	x	7%	1	x	x
- CSCC1CCN(C(=O)CN2CC(c3ccccc3)CC2=O)CC1 (centres undefined)
    -1%	2%	5%	6%	13	0%	-2%

Grouped by structure, the entries above with a Cl atom (six)
Each structure is followed by: FLuc inh	SNCA viab count	GPT2 inh	SNCA expr inhib	IP6K1 inhibitor	NIH3T3 tox	HEK cytotox
- O=C(NCCc1ccc(Cl)cc1)c1nc(-c2cccc(C(F)(F)F)c2)c2ccccn12
    -9%	8%	-4%	-12%	-3	-23%	u
- COc1ccc(Cn2c(CCC(=O)NCc3cccc(Cl)c3)nc3cccnc32)cc1
    x	9%	x	-7%	5	x	x
- O=C(c1ccc2c(c1)N(C(=O)c1ccccc1)CC2)N1CCN(c2ccc(Cl)cc2)CC1
    3%	-28%	3%	u	3	u	32µM*
- Cc1c2cnn(-c3ccccc3)c(=O)c2c(C)n1CC(=O)NCCc1ccc(Cl)cc1
    x	8%	x	12%	-6	x	x
- O=C(c1ccccc1Cl)N1CCN(c2nccc(Nc3ccccc3F)n2)CC1
    x	-5%[12.5 µM]	3%	-3%	-4	u	u
- O=C(NCCc1ccccc1F)C1CN(c2cccc(Cl)c2)C(=O)N1 (centres undefined)
    2%	-4%	3%	-2%	-11	-28%	-17%

Next part.
Each structure is followed by: FLuc inh	SNCA viab count	GPT2 inh	SNCA expr inhib	IP6K1 inhibitor	NIH3T3 tox	HEK cytotox
- CC1=C(c2ccc(C)c(C)c2)S(=O)(=O)N=C1N1CCC(C(=O)NCCc2ccco2)CC1
    x	-5%	x	u	-5	x	x
- CC(NC(=O)c1ccc2c(c1)OCO2)C(=O)N1CCN(c2ccccn2)CC1 (centres undefined)
    -10%	-6%	-29%	15%	17	u	-25%
- Cc1ccc(-c2c(CN3CCN(c4cccc(C)c4)C(C)C3)csc2C)cc1 (centres undefined)
    x	6%	x	-14%	-9	x	x
- O=C(OCc1ccccc1)N1CCOCC12CCN(Cc1ccccc1)CC2
    5%[172 µM]	u	i	u	3	u	25µM*
- CCOc1ccc(NC(=O)c2cc3n(n2)CC(c2ccc(Cl)cc2)OC3)cc1 (centres undefined)
    -8%	3%	i	-8%	13	-13%	u
- O=C1NCCCCCCN[C@H]2C[C@H](c3nc(-c4cnccn4)no3)C[C@@H]12
    1%	-3%	-14%	0%	4	-13%	3%
- CCN1CCN(C(=O)c2cc(-c3ccc(F)cc3)c3nncn3n2)CC1
    x	6%	0%	11%	5	-19%	-10%
- COc1ccc(-c2cc(C(=O)NCC3CC3)c3c(C4CCCN4)noc3n2)cc1 (centres undefined)
    x	4%	-17%	-7%	3	u	u
- CCC(C)NC(=O)CCCN1C(=O)CCn2nc(-c3cccn3C)cc21 (centres undefined)
    x	6%	x	9%	20	x	x
- COc1ccc(CN[C@@H]2CCC[C@@H](C(=O)N3CCN(C)CC3)CC(=O)N(C)C2)cn1
    10%[172 µM]	12%[87.6 µM]	4%[88.5 µM]	10%[87.6 µM]	-6	i	5%[172 µM]
- Cc1cc(C(=O)N2C[C@@H](CN3CCCCCC3)[C@@H](CO)C2)nc(C)n1
    17%	-11%	-7%	-12%	14	-10%	-9%
- COC1C2=C(COC2=O)C2(C)CCCC(C)(CO)C2C1OC(=O)c1ccccc1 (centres undefined)
    x	-7%[23.9 µM]	-4%[27.3 µM]	x	2	x	x
- Cc1ccc(CN2C(=O)[C@@H]3C[C@@H](O)CN3C3(CN(Cc4cccc(F)c4)C3)C2=O)o1
    1%[172 µM]	0%[87.6 µM]	i	11%[87.6 µM]	-5	1%[174 µM]	i
- CC12CC(O)C(O)C=C1c1cc(O)cc(O)c1C(=O)O2 (centres undefined)
    x	-12%	3%	x	-6	x	x
